Source: PubChem BioAssay (several laboratories)
NOD2 inhibition – inhibition of NOD2-driven NF-kB reporter – cell-based, luminescence, uHTS, HEK293 (AID 1566). HEK293 NOD2/NF-kB luciferase reporter, luminescence; higher % means a stronger effect. inhibition, % at 4 µM, or EC50 in µM where a hit was titrated. 290,000 tested, 0.63% active; note: many of its hits are not listed in these tables
Myeloid diff 2 – promotes myeloid progenitor differentiation | ER-HoxA9 myeloid progenitors, lysozyme-GFP differentiation, flow cytometry | calls only at 10 µM | 360,000 tested, 1% active | AID 624256;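 active = normalized GFP-positive differentiation at or above the plate's own cutoff, the solvent-only control mean plus 3 SD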;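 note: cells exposed to compound for four days before flow analysis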
KOR beta-arrestin-1 – KOR antagonists, beta-arrestin recruitment, cell-based, luminescence, uHTS (AID 1778); 290,000 tested, 0.091% active; inhibition, % at 10 µM; hits with a dose series show IC50 in µM; KOR beta-arrestin recruitment, luminescence, antagonist mode; higher % means a stronger effect; note: strong numbers were not always called active
GPR55 activation – GPR55 agonists via beta-arrestin recruitment, primary screen, imaging, U2OS cells, beta-arrestin-GFP redistribution (AID 1961) | U2OS GPR55 beta-arrestin-GFP redistribution imaging; higher % means a stronger effect | activation, % at 10 µM, or EC50 in µM where a hit was titrated | 290,000 tested, 0.048% active;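 active = activation above 40% with more than 50 cells counted in the well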;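 note: U2OS osteosarcoma cells stably expressing GPR55 and beta-arrestin-GFP; plate controls were DMSO negative control for no effect and LPI positive control for full effect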
NTR1 agonist – agonists of NTR1, primary screen, imaging, U2OS cells, beta-arrestin-GFP, high content (AID 493036); activation, % at 20 µM; NTR1-U2OS beta-arrestin-GFP spot imaging, agonist mode; 330,000 tested, 0.17% active; P30989;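 active = activation at or above 40% of the spot to cytoplasm intensity ratio, with at least 20 cells analyzed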;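 note: 0% = DMSO without peptide and 100% = 100 nM NTR1 peptide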
Target sequence (P30989 whole entry, looked up): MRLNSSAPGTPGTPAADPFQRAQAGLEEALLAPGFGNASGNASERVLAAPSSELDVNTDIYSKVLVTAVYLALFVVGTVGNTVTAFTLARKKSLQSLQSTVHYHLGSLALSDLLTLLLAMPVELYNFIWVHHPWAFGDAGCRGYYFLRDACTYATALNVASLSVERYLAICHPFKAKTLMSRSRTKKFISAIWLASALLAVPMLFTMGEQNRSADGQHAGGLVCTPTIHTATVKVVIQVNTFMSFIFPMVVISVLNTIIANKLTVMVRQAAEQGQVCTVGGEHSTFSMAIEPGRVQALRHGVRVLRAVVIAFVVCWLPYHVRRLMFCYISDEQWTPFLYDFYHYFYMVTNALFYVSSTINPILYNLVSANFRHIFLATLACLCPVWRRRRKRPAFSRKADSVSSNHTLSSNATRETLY
NOD1 NF-kB reporter – inhibition of NOD1-driven NF-kB reporter – cell-based, luminescence, uHTS, primary screen (AID 1578); NOD1-driven NF-kB luciferase reporter cells, luminescence; higher % means a stronger effect; 290,000 tested, 1% active; one-dose inhibition, % at 4 µM; EC50 in µM for titrated hits; in the data active = inhibition mostly above about 36%, no sharp cut-off; inactive = mostly below about 34%;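 note: HEK-293T reporter cells stimulated with the NOD1 agonist gamma-tri-DAP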
GPR55 antagonists – GPR55 antagonists blocking LPI-driven arrestin recruitment, primary screen, imaging, U2OS, beta-arrestin-GFP, LPI agonist (AID 2013); inhibition, % at 10 µM, or IC50 in µM where a hit was titrated; U2OS GPR55 beta-arrestin-GFP translocation imaging, LPI antagonism; higher % means a stronger effect; 290,000 tested, 0.13% active;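 active = spots per cell inhibited over 60%, with over 100 cells counted and total cytoplasm intensity under 500,000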;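 note: U2OS cells stably carrying GPR55 and arrestin-GFP stimulated by 5 µM LPI near EC80; imaged beta-arrestin-GFP aggregate spots per cell after agonist stimulation; plate controls were LPI-stimulated DMSO wells for no effect and DMSO wells without LPI for full effect; some results filed as inactive read as strong as hits; confirmed hits need IC50 under 10 µM and bright autofluorescent wells are also inconclusive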
KOR beta-arrestin-2 – kappa opioid receptor activators – cell-based, luminescence, uHTS, primary screen (AID 1777); KOR beta-arrestin recruitment, luminescence; higher % means a stronger effect; activation, % at 10 µM, or EC50 in µM where a hit was titrated; 280,000 tested, 0.02% active; in the data active = activation above about 50%, passing the limit was not always enough; note: a part of the inactive calls stands beside numbers as strong as those of hits
T cell HTS – T cell immune modulators affecting CD8 T cell-vesicle binding; calls only at 7 µM; 2C CD8+ T cell-vesicle binding, flow cytometry; active compounds read low; AID 2052; 330,000 tested, 0.068% active;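 active = response, share of CD8 T cells binding vesicles, and their 90th percentile fluorescence all below set limits, cut at about 80% in these data, passing the limit was not always enough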
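incubation = binding step 1.5 h, 37 °C, antibody labelling 20 min, ice | test system = 2C mouse CD8+ T cells | read-out basis = percent CD8+ FL2 mean versus row control | controls = Peptide-free naked vesicles (low) and QL9 vesicles with 0.7% DMSO vehicle (high) | detection = flow cytometry of vesicle-bound cells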
T cell HTS vesicle-bound % – recorded beside T cell HTS, whose call it bears; double positive events, %; measured here: CD8+ vesicle-bound cell fraction;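 binding gate set so that unloaded-vesicle control wells show 10% double positive cells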
NTR1 agonist cell count 20 µM – second read-out of NTR1 agonist, no call of its own (marks repeat the call); cell count; measured here: cell count, cytotoxicity flag
Myeloid diff 2 GFP+ MAC1+ % – also measured in Myeloid diff 2; calls as there; GFP+ MAC1+ double positive, %; measured here: differentiation confirmed by MAC1 staining
Starred values were filed as active, the others as inactive; [ ] = dose if it differs, or a comment. Cut-off read from the data, not from the text of the source, unless noted: active = inhibition above about 50%; inactive = the rest.

Results for COc1ccc(Nc2cc(C)c3cc([N+](=O)[O-])ccc3n2)cc1 ?
NOD2 inhibition: -2%; Myeloid diff 2: inactive; KOR beta-arrestin-1: -24%; GPR55 activation: -0.1%; NTR1 agonist: 17; NOD1 NF-kB reporter: -14%; GPR55 antagonists: -9%; KOR beta-arrestin-2: -1.1%; T cell HTS: inactive; T cell HTS vesicle-bound %: 27; NTR1 agonist cell count 20 µM: 85; Myeloid diff 2 GFP+ MAC1+ %: 0.2

What do the screens show for `CCOC(=O)c1c(NC(=O)Cn2cnc([N+](=O)[O-])n2)sc(C)c1C`?
NOD2 inhibition: -11%; Myeloid diff 2: inactive; KOR beta-arrestin-1: 12%; GPR55 activation: -0.3%; NTR1 agonist: 3.9; NOD1 NF-kB reporter: -26%; GPR55 antagonists: 20%; KOR beta-arrestin-2: -5.0%; T cell HTS: inactive; T cell HTS vesicle-bound %: 33; NTR1 agonist cell count 20 µM: 53; Myeloid diff 2 GFP+ MAC1+ %: 0.5

What do the screens show for `CCC(C(=O)NC1CCCC1)N(C(=O)Cn1nnc(-c2cccs2)n1)c1cnc2ccccc2c1` (configuration not stated)?
NOD2 inhibition: 14%; Myeloid diff 2: inactive; KOR beta-arrestin-1: 6%; GPR55 activation: -0.2%; NTR1 agonist: -0.8; NOD1 NF-kB reporter: 12%; GPR55 antagonists: -2%; KOR beta-arrestin-2: -1.1%; T cell HTS: inactive; T cell HTS vesicle-bound %: 27; NTR1 agonist cell count 20 µM: 93; Myeloid diff 2 GFP+ MAC1+ %: 0.5

What do the screens show for `O=C(c1c(Cl)nc2sccn12)N1CCCc2ccccc21`?
NOD2 inhibition: 3%; Myeloid diff 2: inactive; KOR beta-arrestin-1: 13%; GPR55 activation: -0.1%; NTR1 agonist: 1.3; NOD1 NF-kB reporter: -5%; GPR55 antagonists: -9%; KOR beta-arrestin-2: 1.1%; T cell HTS: inactive; T cell HTS vesicle-bound %: 16; NTR1 agonist cell count 20 µM: 64; Myeloid diff 2 GFP+ MAC1+ %: 8.3

How did CCC(C)NCCOCCOc1ccc(Br)cc1C (configuration not stated) do in these assays?
NOD2 inhibition: -14%; Myeloid diff 2: inactive; KOR beta-arrestin-1: -20%; GPR55 activation: 0.9%; NTR1 agonist: -0.7; NOD1 NF-kB reporter: -2%; GPR55 antagonists: -5%; KOR beta-arrestin-2: 1.6%; T cell HTS: inactive; T cell HTS vesicle-bound %: 44; NTR1 agonist cell count 20 µM: 44; Myeloid diff 2 GFP+ MAC1+ %: 0.6

What do the screens show for `Cc1ccc(Cl)cc1NC(=O)c1cc2ccccc2cc1O`?
NOD2 inhibition: 4%; Myeloid diff 2: inactive; KOR beta-arrestin-1: -42%; GPR55 activation: 0.6%; NTR1 agonist: 18; NOD1 NF-kB reporter: 25%; GPR55 antagonists: 9%; KOR beta-arrestin-2: 3.8%; T cell HTS: inactive; T cell HTS vesicle-bound %: 16; NTR1 agonist cell count 20 µM: 67; Myeloid diff 2 GFP+ MAC1+ %: 0.4

How did CC(=O)c1cnc2cc(-c3ccccc3)nn2c1C do in these assays?
NOD2 inhibition: -91%; Myeloid diff 2: inactive; KOR beta-arrestin-1: -6%; GPR55 activation: -0.1%; NTR1 agonist: 0.2; NOD1 NF-kB reporter: -51%; GPR55 antagonists: -14%; KOR beta-arrestin-2: -2.1%; T cell HTS: inactive; T cell HTS vesicle-bound %: 57; NTR1 agonist cell count 20 µM: 54; Myeloid diff 2 GFP+ MAC1+ %: 8.7

What do the screens show for `COc1ccccc1OCc1nnc(SCC(N)=O)n1-c1ccccc1`?
Myeloid diff 2: inactive; KOR beta-arrestin-1: 26%[20 µM]; GPR55 activation: -0.1%; NTR1 agonist: 0.2; GPR55 antagonists: 4%; KOR beta-arrestin-2: -3.1%; T cell HTS: inactive; T cell HTS vesicle-bound %: 16; NTR1 agonist cell count 20 µM: 61; Myeloid diff 2 GFP+ MAC1+ %: 0.4

What do the screens show for `Cc1cc(N2C(=O)C3C4CCC(C4)C3C2=O)no1` (configuration not stated)?
NOD2 inhibition: 8%; Myeloid diff 2: inactive; KOR beta-arrestin-1: -25%; GPR55 activation: -0.1%; NTR1 agonist: 0.6; NOD1 NF-kB reporter: -20%; GPR55 antagonists: 8%; KOR beta-arrestin-2: -2.7%; T cell HTS: inactive; T cell HTS vesicle-bound %: 64; NTR1 agonist cell count 20 µM: 51; Myeloid diff 2 GFP+ MAC1+ %: 0.3

How did COc1cc(-c2nc3ccccc3c(=O)n2N)cc(OC)c1OC do in these assays?
NOD2 inhibition: 1%; Myeloid diff 2: inactive; KOR beta-arrestin-1: -26%; GPR55 activation: -0.2%; NTR1 agonist: -0.9; NOD1 NF-kB reporter: -5%; GPR55 antagonists: -3%; KOR beta-arrestin-2: -4.5%; T cell HTS: inactive; T cell HTS vesicle-bound %: 64; NTR1 agonist cell count 20 µM: 80; Myeloid diff 2 GFP+ MAC1+ %: 0.5

Results for Cc1cccc(-c2cc3nc4c(c(NCc5ccco5)n3n2)CCCC4)c1 ?
NOD2 inhibition: -126%; Myeloid diff 2: inactive; KOR beta-arrestin-1: -24%; GPR55 activation: 0.0%; NTR1 agonist: 8.2; NOD1 NF-kB reporter: -70%; GPR55 antagonists: 6%; KOR beta-arrestin-2: 4.3%; T cell HTS: inactive; T cell HTS vesicle-bound %: 59; NTR1 agonist cell count 20 µM: 57; Myeloid diff 2 GFP+ MAC1+ %: 5.1

Results for CCOC(=O)N1CCC(NC(=O)c2cccn3c(=O)c4cc(Br)ccc4nc23)CC1 ?
NOD2 inhibition: 6%; Myeloid diff 2: inactive; KOR beta-arrestin-1: -48%; GPR55 activation: -0.2%; NTR1 agonist: 8.9; NOD1 NF-kB reporter: -13%; GPR55 antagonists: 12%; KOR beta-arrestin-2: -4.0%; T cell HTS: inactive; T cell HTS vesicle-bound %: 10; NTR1 agonist cell count 20 µM: 52; Myeloid diff 2 GFP+ MAC1+ %: 5.9

What do the screens show for `CCC(c1nnc(SCC(=O)Nc2ccc(Cl)cc2C(F)(F)F)n1C1CCCCC1)N(C)C` (configuration not stated)?
NOD2 inhibition: 2%; Myeloid diff 2: inactive; KOR beta-arrestin-1: -25%; GPR55 activation: -0.2%; NTR1 agonist: 0.0; NOD1 NF-kB reporter: -18%; GPR55 antagonists: -5%; KOR beta-arrestin-2: -3.3%; T cell HTS: inactive; T cell HTS vesicle-bound %: 31; NTR1 agonist cell count 20 µM: 64; Myeloid diff 2 GFP+ MAC1+ %: 0.8

Results for Cc1cc(C)n(-c2ccc(C(=O)OCC(=O)c3c(N)n(C)c(=O)n(C)c3=O)cc2)n1 ?
NOD2 inhibition: 10%; Myeloid diff 2: inactive; KOR beta-arrestin-1: -41%; GPR55 activation: -1.0%; NTR1 agonist: 0.0; NOD1 NF-kB reporter: -13%; GPR55 antagonists: -10%; KOR beta-arrestin-2: 3.2%; T cell HTS: inactive; T cell HTS vesicle-bound %: 21; NTR1 agonist cell count 20 µM: 92; Myeloid diff 2 GFP+ MAC1+ %: 0.5

How did COc1cccc(N2CCN(C(=O)c3ccc(=O)oc3)CC2C)c1 (configuration not stated) do in these assays?
NOD2 inhibition: 11%; Myeloid diff 2: inactive; KOR beta-arrestin-1: -26%; GPR55 activation: -0.2%; NTR1 agonist: 0.1; NOD1 NF-kB reporter: 8%; GPR55 antagonists: -14%; KOR beta-arrestin-2: 5.5%; T cell HTS: inactive; T cell HTS vesicle-bound %: 16; NTR1 agonist cell count 20 µM: 74; Myeloid diff 2 GFP+ MAC1+ %: 1.1

Results for Cc1ccccc1N(CC(=O)NC1CCCCC1)C(=O)CNC(=O)c1cccs1 ?
NOD2 inhibition: 9%; Myeloid diff 2: inactive; KOR beta-arrestin-1: 1%; GPR55 activation: -0.1%; NTR1 agonist: -1.1; NOD1 NF-kB reporter: -21%; GPR55 antagonists: -9%; KOR beta-arrestin-2: -0.6%; T cell HTS: inactive; T cell HTS vesicle-bound %: 16; NTR1 agonist cell count 20 µM: 49; Myeloid diff 2 GFP+ MAC1+ %: 0.5

What do the screens show for `CC(C)CNC(=S)NC(=O)c1csc([N+](=O)[O-])c1`?
NOD2 inhibition: 20%; Myeloid diff 2: inactive; KOR beta-arrestin-1: 18%; GPR55 activation: -0.2%; NTR1 agonist: 1.0; NOD1 NF-kB reporter: -6%; GPR55 antagonists: 2%; KOR beta-arrestin-2: 2.3%; T cell HTS: inactive; T cell HTS vesicle-bound %: 36; NTR1 agonist cell count 20 µM: 52; Myeloid diff 2 GFP+ MAC1+ %: 0.4

What do the screens show for `COc1cc(C(=O)NC2CC(C)(C)Cc3c2cnn3-c2ccccc2)cc(OC)c1OC` (configuration not stated)?
NOD2 inhibition: 14%; Myeloid diff 2: inactive; KOR beta-arrestin-1: -26%; GPR55 activation: -0.1%; NTR1 agonist: -0.5; NOD1 NF-kB reporter: -14%; GPR55 antagonists: 3%; KOR beta-arrestin-2: 0.9%; T cell HTS: inactive; T cell HTS vesicle-bound %: 23; NTR1 agonist cell count 20 µM: 53; Myeloid diff 2 GFP+ MAC1+ %: 0.9

How did CC(=O)C1=NN(c2ccccc2)C(c2cccs2)N1c1ccccc1 (configuration not stated) do in these assays?
NOD2 inhibition: 2%; KOR beta-arrestin-1: 22%; GPR55 activation: -0.1%; NTR1 agonist: 2.9; NOD1 NF-kB reporter: 11%; GPR55 antagonists: 1%; KOR beta-arrestin-2: -1.3%; T cell HTS: inactive; T cell HTS vesicle-bound %: 42; NTR1 agonist cell count 20 µM: 62

Two records drawn at random from the list so far:
What do the screens show for `COc1cc(C(=O)NC2CC(C)(C)Cc3c2cnn3-c2ccccc2)cc(OC)c1OC` (configuration not stated)?
NOD2 inhibition: 14%; Myeloid diff 2: inactive; KOR beta-arrestin-1: -26%; GPR55 activation: -0.1%; NTR1 agonist: -0.5; NOD1 NF-kB reporter: -14%; GPR55 antagonists: 3%; KOR beta-arrestin-2: 0.9%; T cell HTS: inactive; T cell HTS vesicle-bound %: 23; NTR1 agonist cell count 20 µM: 53; Myeloid diff 2 GFP+ MAC1+ %: 0.9

What do the screens show for `CC(C)CNC(=S)NC(=O)c1csc([N+](=O)[O-])c1`?
NOD2 inhibition: 20%; Myeloid diff 2: inactive; KOR beta-arrestin-1: 18%; GPR55 activation: -0.2%; NTR1 agonist: 1.0; NOD1 NF-kB reporter: -6%; GPR55 antagonists: 2%; KOR beta-arrestin-2: 2.3%; T cell HTS: inactive; T cell HTS vesicle-bound %: 36; NTR1 agonist cell count 20 µM: 52; Myeloid diff 2 GFP+ MAC1+ %: 0.4

A portion of the library; rates above refer to the full screens.
